Assay outcomes as filed in PubChem BioAssay.
PV pol inh – inhibitors of poliovirus RNA polymerase binding and polymerization. P03300. poliovirus polymerase elongation, fluorescence polarization; active compounds read low. % elongation, % (compound at 16.7 µg/mL). 150,000 compounds, 0.66% hits; in the data active means % elongation below about 90%; further: some results filed as inactive read as strong as hits
Target sequence (P03300 1749-2209 limits assumed): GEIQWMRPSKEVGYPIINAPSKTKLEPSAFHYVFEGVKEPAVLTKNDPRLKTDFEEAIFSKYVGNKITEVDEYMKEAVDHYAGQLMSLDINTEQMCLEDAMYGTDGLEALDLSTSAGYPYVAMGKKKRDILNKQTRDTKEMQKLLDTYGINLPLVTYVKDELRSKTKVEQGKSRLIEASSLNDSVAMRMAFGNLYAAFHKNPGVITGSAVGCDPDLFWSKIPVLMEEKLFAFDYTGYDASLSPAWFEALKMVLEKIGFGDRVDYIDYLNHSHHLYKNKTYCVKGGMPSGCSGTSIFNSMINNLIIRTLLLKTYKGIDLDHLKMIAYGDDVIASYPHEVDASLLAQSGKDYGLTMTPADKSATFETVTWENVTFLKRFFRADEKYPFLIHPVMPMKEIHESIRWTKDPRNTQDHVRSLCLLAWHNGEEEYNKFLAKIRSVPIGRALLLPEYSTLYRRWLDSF
PV pol inh FP z-score – second read-out of PV pol inh, no call of its own (marks repeat the call); z-score; measured here: FP z-score; hits read low
Starred values were filed as active, the others as inactive.

For Cc1cccc(N(C)S(=O)(=O)c2ccc3c(c2)n(C)c(=O)c(=O)n3C)c1 the results were PV pol inh 101 and PV pol inh FP z-score -0.2.
For CCN(C(=O)CSc1ncc(S(=O)(=O)c2ccc(C)c(Cl)c2)c(=O)[nH]1)c1cccc(C)c1 the results were PV pol inh 104 and PV pol inh FP z-score -0.8.
For CCOC(=O)N1CCC(NC(=O)c2cnn3c(C(F)(F)F)cc(-c4ccccc4)nc23)CC1 the results were PV pol inh 101 and PV pol inh FP z-score 0.
For Nc1ccccc1Nc1c(N)c(=O)oc2ccccc12 the results were PV pol inh 100 and PV pol inh FP z-score -0.5.
Cc1cccc(NC(=O)N2CC=C(c3c[nH]c4ccccc34)CC2)c1C was read as PV pol inh 97 and PV pol inh FP z-score -1.9.
N#Cc1c(NC(=O)CO/N=C/c2cccs2)sc2c1CCCCC2 was read as PV pol inh 103 and PV pol inh FP z-score 0.
`COc1ccc(C(C)=NNC(=O)C(C)Nc2ccc(C)cc2)cc1` (stereo not drawn) gave PV pol inh 105 and PV pol inh FP z-score 0.6.
CC(=O)Oc1cc2c(C(=O)NCC3CCCO3)c(C)oc2c2ccccc12 (stereo not drawn) was read as PV pol inh 103 and PV pol inh FP z-score 0.3.
CCn1c(NC(=O)Nc2ccccc2OC)nc2ccccc21 was read as PV pol inh 108 and PV pol inh FP z-score 0.6.
For Cc1ccc(CNC(=O)CSCc2c(C)noc2C)cc1 the results were PV pol inh 101 and PV pol inh FP z-score 0.
Screening O=C(Nc1ccccc1)N1CCCC1 returned PV pol inh 101 and PV pol inh FP z-score 0.1.
`Cc1ccc(C)n1-c1nnc(N2CCCC(C(=O)NCc3ccccc3)C2)s1` (stereo not drawn) gave PV pol inh 108 and PV pol inh FP z-score 0.2.
`NC(=S)N1C(c2ccccc2)CCN1c1ccccc1` (stereo not drawn) gave PV pol inh 101 and PV pol inh FP z-score -0.4.
Screening CSC(=S)N(C)/N=C/c1cc(Cl)cc(Cl)c1O returned PV pol inh 126 and PV pol inh FP z-score 3.4.
Screening COc1ccc(/C(C)=N/N=C(N)N)c(O)c1 returned PV pol inh 93 and PV pol inh FP z-score -1.

Brought forward from above: 5 entries; new compounds follow.
Screening O=C(Nc1ccccc1)N1CCCC1 returned PV pol inh 101 and PV pol inh FP z-score 0.1.
`Cc1ccc(C)n1-c1nnc(N2CCCC(C(=O)NCc3ccccc3)C2)s1` (stereo not drawn) gave PV pol inh 108 and PV pol inh FP z-score 0.2.
`NC(=S)N1C(c2ccccc2)CCN1c1ccccc1` (stereo not drawn) gave PV pol inh 101 and PV pol inh FP z-score -0.4.
Screening CSC(=S)N(C)/N=C/c1cc(Cl)cc(Cl)c1O returned PV pol inh 126 and PV pol inh FP z-score 3.4.
Screening COc1ccc(/C(C)=N/N=C(N)N)c(O)c1 returned PV pol inh 93 and PV pol inh FP z-score -1.
Screening CCCSc1ncc(Cl)c(C(=O)N(Cc2cccc(Cl)c2)C2CCS(=O)(=O)C2)n1 (stereo not drawn) returned PV pol inh 110 and PV pol inh FP z-score 1.
For CCOc1ccc(-c2cc3nc(C4CCN(C(=O)OC(C)(C)C)CC4)c(C(=O)Nc4ccc(C(=O)OC)cc4)cn3n2)cc1 the results were PV pol inh 107 and PV pol inh FP z-score 0.3.
`C=CCN1CC(c2nc3ccccc3n2Cc2ccc(F)cc2)CC1=O` (stereo not drawn) gave PV pol inh 101 and PV pol inh FP z-score -1.2.
CCOc1ccc(CCNC(=O)C2CC(=O)N(CCc3ccc(OC)c(OC)c3)C2)cc1OCC (stereo not drawn) was read as PV pol inh 108 and PV pol inh FP z-score -0.7.
Screening CCN(CC)S(=O)(=O)c1ccc2c(c1)N(CC(=O)Nc1ccc(C)cc1C)C(=O)C1CCCN21 (stereo not drawn) returned PV pol inh 101 and PV pol inh FP z-score -1.2.
S=C(NCc1cccnc1)c1ccccc1 was read as PV pol inh 107 and PV pol inh FP z-score 0.7.
Screening CCCCc1ccc(Nc2ncnc3c2cnn3-c2ccccc2)cc1 returned PV pol inh 102 and PV pol inh FP z-score 0.1.
O=C(O)/C=C/c1cc(C(F)(F)F)ccc1Cl was read as PV pol inh 111 and PV pol inh FP z-score 1.
For Cc1ccc(-c2nnc(Nc3ccc(O)cc3)c3ccccc23)cc1S(=O)(=O)NCC1CCCO1 (stereo not drawn) the results were PV pol inh 107 and PV pol inh FP z-score 0.6.
For CCOC(=O)Cc1ccc(NC(=O)N2CCOc3ccccc32)cc1 the results were PV pol inh 102 and PV pol inh FP z-score -1.
O=C(NC1CCCC1)c1ccc(CS(=O)(=O)c2cccc(C(F)(F)F)c2)o1 was read as PV pol inh 103 and PV pol inh FP z-score 0.4.
Cc1ccc(/C=N/N2CCOCC2)s1 was read as PV pol inh 104 and PV pol inh FP z-score 0.3.
For CC(C(=O)NCc1ccc(F)cc1)N1Cc2ccccc2C1=O (stereo not drawn) the results were PV pol inh 100 and PV pol inh FP z-score -0.3.
For CCC(Sc1nc2ccccc2c2nc(CCc3c(C)n[nH]c3C)nn12)C(=O)Nc1ccc(F)cc1 (stereo not drawn) the results were PV pol inh 107 and PV pol inh FP z-score 0.3.
`N#Cc1cn(Cc2ccc(F)cc2)c2ccccc12` gave PV pol inh 100 and PV pol inh FP z-score -0.7.
`CCOc1cccc(C2c3[nH]c4ccccc4c3CCN2C(=O)CCc2ccccc2)c1` (stereo not drawn) gave PV pol inh 109 and PV pol inh FP z-score 0.5.
For CC(=O)c1cccc(NC(=O)c2ccc3nc(Cc4ccccc4)oc3c2)c1 the results were PV pol inh 104 and PV pol inh FP z-score -0.5.
For COc1ccc(NC(=O)CN(C)C(C)C(=O)N2CCCCC2)cc1 (stereo not drawn) the results were PV pol inh 97 and PV pol inh FP z-score -0.5.
O=C1c2ccccc2C(=O)c2c1oc(-c1ccccc1)c2C(=O)c1ccccc1 was read as PV pol inh 82 and PV pol inh FP z-score -3.6.
`CCOc1ccccc1NC(=O)C1=C(C)Nc2ncnn2C1c1ccc(C)o1` (stereo not drawn) gave PV pol inh 109 and PV pol inh FP z-score 0.6.
Screening COc1nccnc1NS(=O)(=O)c1ccc(NCc2cc(Br)ccc2O)cc1 returned PV pol inh 99 and PV pol inh FP z-score -0.4.
Screening N#C/C(=C/c1ccc(-c2cccc(C(F)(F)F)c2)o1)c1cccc(F)c1 returned PV pol inh 103 and PV pol inh FP z-score 1.8.
Screening O=C(CSc1nc2c(c(=O)[nH]1)CN(Cc1ccccc1)CC2)Nc1ccccc1 returned PV pol inh 102 and PV pol inh FP z-score 0.4.
`CS/C(=C(\C#N)C(=O)C1CC1)N1CCOCC1` gave PV pol inh 106 and PV pol inh FP z-score 0.3.
CCN1CCN(c2ncc3c(n2)CCN(Cc2cccc(F)c2F)C3)CC1 was read as PV pol inh 102 and PV pol inh FP z-score -0.5.
`O=C(CSc1ncc2c(n1)-c1ccccc1N(Cc1ccccc1)S2(=O)=O)Nc1ccccc1` gave PV pol inh 107 and PV pol inh FP z-score 0.
Screening O=C(CSc1nnc(SCC(=O)NCC2CCCO2)s1)NCC1CCCO1 (stereo not drawn) returned PV pol inh 107 and PV pol inh FP z-score 0.6.
`CC1CN(C(=O)CCC(=O)NCc2ccc(F)cc2)c2cc(Cl)ccc2O1` (stereo not drawn) gave PV pol inh 111 and PV pol inh FP z-score 0.8.
O=C(CCc1nc(-c2cccs2)no1)Nc1ccccc1[N+](=O)[O-] was read as PV pol inh 107 and PV pol inh FP z-score 0.3.
For Fc1ccc(-c2ccc(C=Nc3ccc(F)c(F)c3)[nH]2)cc1 the results were PV pol inh 102 and PV pol inh FP z-score 0.4.
For CCCCn1c(CSc2ccccn2)cn(-c2nnc(C(C)(C)C)s2)c1=O the results were PV pol inh 107 and PV pol inh FP z-score 0.2.
Screening Cn1c2ccccc2c2nnc(SCC(N)=O)nc21 returned PV pol inh 105 and PV pol inh FP z-score 1.3.
For Cc1nc(-c2cc(C#N)c(Oc3ccc(C(F)(F)F)cc3)nc2C)cs1 the results were PV pol inh 111 and PV pol inh FP z-score 1.
For COc1ccc(C(=O)c2oc3ccccc3c2NC(C)=O)cc1 the results were PV pol inh 100 and PV pol inh FP z-score 0.1.
Screening CCc1cccc(N2C(=O)C(Cc3ccccc3)N=C2N2CCCCC2)c1 (stereo not drawn) returned PV pol inh 101 and PV pol inh FP z-score -0.1.
CN(C)c1n[nH]c(=O)[nH]c1=O was read as PV pol inh 102 and PV pol inh FP z-score 0.2.
Screening CCc1ccc(C2C(C#N)=C(N)Oc3cc(N)ccc32)cc1 (stereo not drawn) returned PV pol inh 103 and PV pol inh FP z-score 0.6.
`COc1ccc(N2CCN(C(=O)Cn3ncc4c3-c3cc(C)ccc3OC4)CC2)cc1` gave PV pol inh 107 and PV pol inh FP z-score 1.1.
For CCn1c(N)c(C(=O)COC(=O)CC2Sc3ccccc3NC2=O)c(=O)[nH]c1=O (stereo not drawn) the results were PV pol inh 104 and PV pol inh FP z-score 0.1.
Screening Cc1ccc(S(=O)(=O)n2nc(-n3c(C)ccc3C)c3c(F)cccc32)c2ccccc12 returned PV pol inh 105 and PV pol inh FP z-score 0.4.
`COc1cc(NC(=O)CSc2nc(C)c(C(=O)Nc3ccccc3)c(-c3ccc(OC)c(OC)c3)c2C#N)c(OC)cc1Cl` gave PV pol inh 107 and PV pol inh FP z-score 0.5.
For COc1ccc(CCNC(=O)CSc2nc3ccccc3nc2Cc2ccc(Cl)cc2)cc1OC the results were PV pol inh 103 and PV pol inh FP z-score -0.7.
Cc1cc(C)cc(OCCSc2nc3ccccc3n2CCC#N)c1 was read as PV pol inh 104 and PV pol inh FP z-score 0.1.
`Cc1nn(-c2ccc(N3CCOCC3)nn2)c(C)c1CCC(=O)Nc1ccc(F)cc1F` gave PV pol inh 112 and PV pol inh FP z-score 1.2.
For COc1ccc(CCN(Cc2cc3cc(C)ccc3n3nnnc23)C(=O)N(C)C)cc1OC the results were PV pol inh 100 and PV pol inh FP z-score -0.2.

Of the compounds above, these have a tert-butyl group:
For CCOc1ccc(-c2cc3nc(C4CCN(C(=O)OC(C)(C)C)CC4)c(C(=O)Nc4ccc(C(=O)OC)cc4)cn3n2)cc1 the results were PV pol inh 107 and PV pol inh FP z-score 0.3.
For CCCCn1c(CSc2ccccn2)cn(-c2nnc(C(C)(C)C)s2)c1=O the results were PV pol inh 107 and PV pol inh FP z-score 0.2.

(list continues)
Screening CC(C)=CC[C@@H](O)C1=CC(=O)c2c(O)ccc(O)c2C1=O returned PV pol inh 46* and PV pol inh FP z-score -3.3*.
Screening Cc1cccc(N2N=C(C(=O)N3CCc4ccccc4C3)CCC2=O)c1 returned PV pol inh 100 and PV pol inh FP z-score -0.3.
`CN1CCN(Cc2c(O)ccc3c(=O)c(-c4ccc(Cl)cc4Cl)c(C(F)(F)F)oc23)CC1` gave PV pol inh 102 and PV pol inh FP z-score 0.1.
Cc1cc(Br)c(S(=O)(=O)C(C)(C)C)c(Br)c1 was read as PV pol inh 105 and PV pol inh FP z-score 0.2.
For COc1ccccc1Nc1nc(C2(C)CCC(=O)O2)cs1 (stereo not drawn) the results were PV pol inh 104 and PV pol inh FP z-score 0.5.
Cc1cccc(-n2ncc(C(=O)N3CCCC3)c2-n2cccc2)c1 was read as PV pol inh 103 and PV pol inh FP z-score 1.
COc1ccc(-c2nc3sc(CCNC(=O)c4ccc(Br)o4)c(C)n3n2)cc1 was read as PV pol inh 107 and PV pol inh FP z-score 0.1.
`Cc1c(Cl)cccc1NC(=O)CSc1ncnc2c1sc1ccccc12` gave PV pol inh 105 and PV pol inh FP z-score -0.7.
For CCOC(=O)c1nc[nH]c1C the results were PV pol inh 100 and PV pol inh FP z-score -0.5.
For Cc1cc(N2CC(C)CC(C)C2)nc2cc(Cl)ccc12 (stereo not drawn) the results were PV pol inh 100 and PV pol inh FP z-score 0.
`S=C(NCc1ccco1)NC1CCCc2ccccc21` (stereo not drawn) gave PV pol inh 96 and PV pol inh FP z-score -0.2.
Screening Cc1ccc(C)c(N2CCN(C(=O)CN(C)S(=O)(=O)c3ccc4[nH]c(=O)oc4c3)CC2)c1 returned PV pol inh 99 and PV pol inh FP z-score -1.4.
For NC(C(=O)O)C(C(F)(F)F)C(F)(F)F (stereo not drawn) the results were PV pol inh 96 and PV pol inh FP z-score -1.4.
`COc1cc2c3c(c1OC)C1(C=CC(=O)C=C1)CC3[N+](C)(C)CC2` (stereo not drawn) gave PV pol inh 104 and PV pol inh FP z-score 0.6.
Screening CCc1ccc(CN2C(=O)c3ccccc3C2C(=O)NC2CCCCCC2)cc1 (stereo not drawn) returned PV pol inh 108 and PV pol inh FP z-score 0.5.
CC(=O)N1CCN(CC(=O)Nc2ccc(S(=O)(=O)N(C)C)cc2)CC1 was read as PV pol inh 108 and PV pol inh FP z-score 0.5.
`COCCNc1ncnc2c1cnn2-c1cc(Cl)ccc1C` gave PV pol inh 107 and PV pol inh FP z-score 0.1.
O=C(CN1CCN(S(=O)(=O)Cc2ccccc2)CC1)Nc1ccc2[nH]c(=O)[nH]c2c1 was read as PV pol inh 102 and PV pol inh FP z-score -0.1.
Screening CCCn1c(=O)n(C)c(=O)c2c(SCc3cccc(S(=O)(=O)N(C)C)c3)nc(C(C)C)nc21 returned PV pol inh 104 and PV pol inh FP z-score 0.1.
C=CCN=c1scc(-c2ccco2)n1/N=C/C1=CCC2CC1C2(C)C (stereo not drawn) was read as PV pol inh 108 and PV pol inh FP z-score 1.
COc1cccc(-c2cc(C(=O)NCc3ccc(F)cc3)no2)c1 was read as PV pol inh 105 and PV pol inh FP z-score 0.3.
`Cc1cc(=O)oc2cc(OCC(O)CNC3CC3)ccc12` (stereo not drawn) gave PV pol inh 97 and PV pol inh FP z-score -0.7.
Screening CCOc1ccc(CCNC(=O)CCCn2c(=O)c3cccn3c3cccnc32)cc1 returned PV pol inh 104 and PV pol inh FP z-score -0.6.

2 entries drawn at random from the list so far:
Screening CCCCc1ccc(Nc2ncnc3c2cnn3-c2ccccc2)cc1 returned PV pol inh 102 and PV pol inh FP z-score 0.1.
`Cc1nn(-c2ccc(N3CCOCC3)nn2)c(C)c1CCC(=O)Nc1ccc(F)cc1F` gave PV pol inh 112 and PV pol inh FP z-score 1.2.

These rows are one share of the data. The share of hits here may be higher or lower than overall.
